# TRPV1 agonist = activates the human vanilloid receptor TRPV1; Q8NER1; actives 0.19% (n = 320,000); AID 540275; activation, % at 8.33 µM; TRPV1-expressing cells, Fluo-8 calcium influx, agonist mode; in the data active = activation above about 80%; inconclusive = between about 30% and that limit; note: 0% is about no effect
#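 Fluo-8 calcium influx in TRPV1-expressing cells, kinetic read (ex 480/em 520 nm). Compound added and read 3 min for agonist activity, followed by capsaicin at EC20 final and 2 min further read for enhancement.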
# KCNH2 3.1 block = blocks the human KCNH2 3.1 channel isoform | U2OS KCNH2 3.1, thallium flux FluxOr; hits give low values | activity change, % (tested at about 1.8 µM) | actives 0.95% (n = 340,000);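 active = maximum activity change below -70%; inconclusive = maximum activity change from -70% to -50%; inactive = maximum activity change above -50%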;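 note: thallium influx rate constant from kinetic fluorescence after stimulation buffer; % is set by controls: 0 for no effect and ±100 for the full control effect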
#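 Measured as rate of thallium-driven FluxOr signal in transduced U2OS cells carrying the 3.1 channel, read kinetically for 2 min upon stimulation; values are rate constants scaled to DMSO control wells.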
# GALK inhibitor = blocks human galactokinase activity; P51570; Purified GALK, Kinase-Glo residual ATP luminescence; Potency, µM (highest dose often 57.5 µM), for inactives: top-dose activity change, negative = inhibition, hits mostly inhibitors; actives 0.007% (n = 270,000); AID 1868; note: potency is the fitted concentration of half-maximal effect; % is set by controls: 0 for no effect and ±100 for the full control effect
#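 ATP-depletion format; final 35 uM ATP, 100 uM D-galactose, 5 nM enzyme; pH 8.0 HEPES/Mg2+ buffer; 60 min RT; luminescence read 10 min after detection reagent.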
# Menin-MLL TR inh = menin-MLL binding inhibition, Texas Red mutant peptide; actives 0.23% (n = 270,000); Menin + Texas Red MLL mutant peptide, fluorescence polarization; AID 1768; O00255; Potency, µM (top dose mostly 61.6 µM), inactives show at the top dose FP activity change, negative = inhibition, most hits filed as inhibitors; active = well fitted inhibition curve with a large enough effect in the polarisation, with a control signal flat, not every such curve was filed as active; inconclusive = small, poorly fitted or top-dose-only effect, or effect the other way, or a change in a side signal; inactive = no such curve, though single readings can be large or run the other way; the % refers to the polarisation; note: potency is the fitted concentration of half-maximal effect; % of control where 0% means no effect; many of its hits are not listed in these tables
# USP2a inh = blocks human ubiquitin-specific protease USP2a; USP2 core, Ub-CHOP2 coupled fluorogenic reporter, 485/531; Potency, µM (titrated, usually from 38.3 µM), inactives show top-dose activity change, negative = inhibition, actives largely listed as inhibitors; actives 0.01% (n = 330,000); AID 463254;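 note: potency is the fitted concentration of half-maximal effect; plate controls were DMSO wells for no effect and full inhibition by NEM control for full effect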
#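 Deubiquitinase activity read as fluorescence (485/531 nm) after Ub-CHOP2 cleavage activates the enterokinase reporter on its substrate; USP2 core 10nM, Ub-CHOP2 and substrate 25nM each, 30min compound preincubation then 60min RT; data normalized to NEM, curves fitted.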
# KCNH2 WT inh = inhibitors of human wildtype KCNH2 potassium channel. activity change, % at 1.84 µM. actives 0.37% (n = 340,000). AID 720551. U2OS, BacMam KCNH2, thallium flux FluxOr; hits give low values. Q12809;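 active = maximum activity change below -70%; inconclusive = maximum activity change between -70% and -50%; inactive = maximum activity change above -50%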; note: % is set by controls: 0 for no effect and ±100 for the full control effect
# Target sequence (Q12809 whole entry, looked up): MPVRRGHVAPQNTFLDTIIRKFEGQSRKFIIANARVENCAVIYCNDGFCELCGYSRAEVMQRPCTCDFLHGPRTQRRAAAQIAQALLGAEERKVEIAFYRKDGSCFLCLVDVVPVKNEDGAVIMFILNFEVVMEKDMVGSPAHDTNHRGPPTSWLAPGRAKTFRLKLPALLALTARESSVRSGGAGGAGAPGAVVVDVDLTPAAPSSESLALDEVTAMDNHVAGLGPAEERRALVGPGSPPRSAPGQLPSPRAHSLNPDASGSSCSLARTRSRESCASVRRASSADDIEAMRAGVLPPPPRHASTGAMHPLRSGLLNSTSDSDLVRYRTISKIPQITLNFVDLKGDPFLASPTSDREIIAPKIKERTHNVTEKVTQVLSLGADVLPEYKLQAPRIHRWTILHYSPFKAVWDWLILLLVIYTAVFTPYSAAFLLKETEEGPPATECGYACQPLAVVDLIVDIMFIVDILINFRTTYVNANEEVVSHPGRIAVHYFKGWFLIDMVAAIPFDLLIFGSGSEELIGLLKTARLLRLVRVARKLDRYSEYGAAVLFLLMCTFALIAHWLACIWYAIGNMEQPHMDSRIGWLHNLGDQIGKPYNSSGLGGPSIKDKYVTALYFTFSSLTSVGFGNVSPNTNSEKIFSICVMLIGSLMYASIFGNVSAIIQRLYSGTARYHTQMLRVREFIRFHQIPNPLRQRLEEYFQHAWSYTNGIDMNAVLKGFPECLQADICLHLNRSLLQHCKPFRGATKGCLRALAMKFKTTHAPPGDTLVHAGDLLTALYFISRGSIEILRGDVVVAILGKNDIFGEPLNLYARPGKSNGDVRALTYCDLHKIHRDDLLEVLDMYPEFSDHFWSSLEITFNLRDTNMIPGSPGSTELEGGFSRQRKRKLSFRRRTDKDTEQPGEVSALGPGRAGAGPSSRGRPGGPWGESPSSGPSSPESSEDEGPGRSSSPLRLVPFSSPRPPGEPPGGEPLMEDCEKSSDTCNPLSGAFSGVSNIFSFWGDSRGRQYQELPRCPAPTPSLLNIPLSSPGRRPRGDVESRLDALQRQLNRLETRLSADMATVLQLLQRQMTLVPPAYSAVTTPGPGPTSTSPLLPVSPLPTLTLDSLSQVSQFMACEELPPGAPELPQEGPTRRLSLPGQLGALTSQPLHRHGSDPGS
#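 U2OS cells were transduced with wild-type KCNH2 virus (2.03 x 10^8 / mL) for 4 h at room temperature, then cultured overnight at 37 C. Thallium flux was read with FluxOr dye. Rate constants were normalized to DMSO controls.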
# CXXC DNA block = blocks binding of human MLL CXXC domain to DNA; MLL-CXXC / FITC-HOXA9 DNA fluorescence polarization; actives 0.037% (n = 290,000); Potency, µM (titrated, usually from 115 µM), inactives show at the top dose activity change, negative = inhibition, actives largely listed as inhibitors; Q03164; active = well fitted inhibition curve with a large enough effect in the polarisation, with a control signal flat, not every such curve was filed as active; inconclusive = small, poorly fitted or top-dose-only effect, or effect the other way, or a change in a side signal; inactive = no such curve, though single readings can be large or run the other way; the % refers to the polarisation; note: potency is the fitted concentration of half-maximal effect
#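 Steps: dispense CXXC domain solution (7 uM) → pin compounds or unlabeled HOX-A9 DNA control → 5 min ambient → add FLSN-HOX-A9 solution (50 nM) → spin → 30 min ambient → fluorescence polarization. Tris pH 7.5/NaCl/DTT/BSA buffer.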
# Giardia kill = Giardia lamblia killing; Giardia lamblia trophozoite viability; activity change, % at 7.66 µM, hits read low; actives 0.15% (n = 340,000); AID 540267; in the data active = activity change below about -80%; inconclusive = between about -30% and that limit;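 note: parasites exposed to compound for two days anaerobically before the ATP read; % is set by controls: 0 for no effect and ±100 for the full control effect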
#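 Giardia trophozoites, 100 cells per well, were exposed to compounds for 48 hrs at 37 deg C under anaerobic conditions; viability was then read as ATP content by bioluminescence after 15-30 min at room temperature.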
# B2AR arrestin = agonists driving beta-arrestin recruitment to human beta2-adrenergic receptor; P07550; Potency, µM (highest dose often 46.1 µM), without a hit: top-dose activation, usual class: activators; beta-arrestin recruitment to beta2AR, cell-based reporter; actives 0.02% (n = 330,000);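 note: potency is the fitted concentration of half-maximal effect; 0% = DMSO controls and full agonism = EC100 isoproterenol or metaproterenol; nearly all actives have a fitted effect of over 65% in size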
# PKM2 activator = activators of human pyruvate kinase M2 | P14618 | purified PKM2, Kinase-Glo ATP luminescence, activation; response scale: 0% is enzyme alone, no compound | Potency, µM (series often up to 57.5 µM), inactives show at the top dose activation, most hits filed as activators | actives 0.34% (n = 260,000); note: potency is the fitted concentration of half-maximal effect; % is set by controls: 0 for no effect and ±100 for the full control effect; nearly all actives have a fitted effect of over 55% in size
#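 Purified hPK-M2 (>95%) run at intermediate activity with 0.1 mM ADP and 0.5 mM PEP in 50 mM imidazole pH 7.2, KCl, MgCl2; 1 h room temperature. ATP formed read by Kinase-Glo luminescence; normalized to uninhibited and no-enzyme controls.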
# Coupling enz = inhibits coupling enzyme system, counter-screen for aldolase hits; coupling enzyme system counterscreen, AmpLite Red fluorescence; activity change, negative = inhibition, % at 58.2 µM, hits read low; actives 0.67% (n = 290,000); in the data active = activity change below about -30%; note: % is set by controls: 0 for no effect and ±100 for the full control effect
#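 Activity here indicates interference with the coupling reaction, not aldolase inhibition. Compounds at 57.5 uM final met coupling enzymes for 10 min at RT; substrate and AmpLite Red detection followed, with a 525/598 nm fluorescence read after 20 min.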
# Starred values were filed as active, the others as inactive; ? = inconclusive; nt = not tested or not shown; & = joins results of further samples; [ ] = dose if it differs, or a comment. Unless noted, calls come from the whole dose curve; as a rule, active = well fitted curve in the direction sought with a large enough effect; inconclusive = small, poorly fitted or top-dose-only effect, or another doubt; inactive = no such curve, though single readings can be large; an effect the other way counts as inactive or inconclusive. Some of the compounds tested; the hit share may differ from the screen's.
cpd	molecule	TRPV1 agonist	KCNH2 3.1 block	GALK inhibitor	Menin-MLL TR inh	USP2a inh	KCNH2 WT inh	CXXC DNA block	Giardia kill	B2AR arrestin	PKM2 activator	Coupling enz
1	Cc1cccnc1NC(=O)c1ccc(S(=O)(=O)N2CC(C)OC(C)C2)cc1 (stereo not given)	2	-6	15%	-1%	1%	4	7%	3	0.2%	-4%	3
2	COc1ccccc1-n1cc(C(=O)NCC(=O)N2CCN(c3ccccc3)CC2)c2ccccc2c1=O	3	3	-1%	-24%	0%	-2	2%	-16	0.3%	2%	-1
3	CC1CN(C(=O)CS(=O)(=O)Cc2ccc(Cl)cc2)CC(C)O1 (stereo not given)	-4	9	-4%	-4%	-1%	-3	?	8	-0.8%	-2%	0
4	CC1CC(C)(C)CC2(C1)NC(=S)N(c1ccccc1)N2 (stereo not given)	8	1	2%	-15%	0%	0	-9%	-14	0.1%	1%	2
5	Cc1cccc(Nc2ncc3c(n2)CC(c2ccco2)CC3=O)c1 (stereo not given)	12	-3	-2%	17%	3%	-1	10%	2	-0.3%	9%	2
6	CCn1c(C)nnc1SCC(=O)Nc1nccs1	1	2	-1%	-7%	2%	2	5%	-28	0.4%	nt	-1
7	CS(=O)(=O)Nc1ccc(C(=O)NC2CCCCC2)cc1	0	-4	2%	3%	1%	6	-4%	-12	0.2%	11%	1
8	COc1ccc(C(=O)COC(=O)c2cc(S(=O)(=O)NCc3ccccc3)ccc2O)cc1	1	3	0%	?	-1%	-30	5%	1	0.0%	1%	-2
9	CCOc1ccc(C(C(=O)NCC2CCCO2)N(C(=O)c2snc(C(N)=O)c2N)c2cccc(F)c2)cc1 (stereo not given)	4	4	-3%	-3%	-2%	-7	-20%	23	0.1%	nt	1
10	CC(C)(C)N(Cc1ccccc1)C(=O)CSc1nc2ccccc2c(=O)[nH]1	13	13	-3%	nt	0%	-10	10%	-10	0.1%	2%	0
11	CCC(C(=O)NCC1CCCO1)N(C(=O)CNS(=O)(=O)c1ccccc1)c1ccc(F)cc1 (stereo not given)	-3	-14	9%	-13%	0%	-2	6%	-6	0.5%	3%	0
12	Cc1ccc(S(=O)(=O)NCCNC(=O)c2ccc(C)nc2)cc1	1	15	-1%	-1%	2%	-1	0%	4	0.1%	nt	-2
13	O=C1C=C(Nc2ccc(Cl)cc2)CC(c2ccccc2)C1 (stereo not given)	?	14	1%	4%	-1%	-2	13%	-14	-0.3%	-6%	3
14	CCCCNC(=O)CSc1nnc(Cc2ccccc2)n1CC1CCCO1 (stereo not given)	2	-1	0%	-15%	0%	4	-9%	-11	-0.4%	1%	1
15	O=C(NCCSCc1ccc(Cl)cc1)c1cccs1	?	-9	-2%	nt	1%	5	?	-3	-0.8%	0%	-1
16	Cc1cccc(OCc2nnc(SCC(=O)N3CCCCC3)o2)c1	18	-5	5%	-1%	2%	-14	-3%	-16	0.2%	nt	0
17	Cc1cc(C)n2c(Nc3ccc4c(c3)OCCO4)c(-c3ccc(C)o3)nc2n1	?	-6	3%	-8%	-2%	-8	18%	?	5.9%	?	-5
18	CC1=C(OC(=O)C(C)(C)C)C(C)(C)C(c2ccccc2)OC1=O (stereo not given)	?	3	-2%	-9%	1%	8	2%	8	0.0%	6%	1
19	CN(C)CCNC(=O)c1cccc(NS(=O)(=O)c2ccc(Cl)c(Cl)c2)c1	-2	-31	5%	-2%	-1%	3	2%	-4	0.2%	18%	4
20	CC(C)c1c(O)nc(SCCN2CCOCC2)[nH]c1=O	-2	4	0%	-19%	-1%	-4	-12%	-10	0.2%	-9%	3
21	O=c1c2c(ncn1CCO)nc1n2CCC1	-1	-2	1%	-5%	0%	2	1%	6	0.1%	-9%	4
22	O=C(COC(=O)c1cc(NS(=O)(=O)c2cccs2)ccc1O)Nc1ccccc1	-1	13	-1%	nt	9%	4	11%	-12	-0.6%	4%	3
23	CCN1C(=O)N(S(=O)(=O)C(F)(F)F)[C@@H](c2ccccc2)C(C(=O)OC)=C1C	15	7	2%	-10%[11.7 µM]	16%	-2	-1%	16	-0.4%	-8%[11.5 µM]	0&4
24	CCN(CC1COc2ccccc2O1)S(=O)(=O)c1ccc(C)cc1 (stereo not given)	20	-21	1%	-5%	0%	0	4%	5	0.1%	0%	1
25	CC(C)NC(=O)C1CCN(C2CCN(C(=O)c3ccc4cccc(F)c4n3)CC2)CC1	-3	13	1%	nt	-1%	-1	-3%	-25	0.3%	1%	-1
26	Cc1ccccc1NC(=O)c1ccc(F)c(S(=O)(=O)N2CCCCC2)c1	1	-3	1%	-8%	1%	-2	10%	-5	-0.3%	3%	1
27	CCn1nc(CCC(=O)O)c2ccccc2c1=O	-2	-12	0%	3%	-2%	79	1%	4	-0.6%	3%	2
28	COc1cccc(-n2c(SCC(N)=O)nc3c([nH]c4ccccc43)c2=O)c1	0	8	-4%	17%	-5%	-14	5%	2	2.6%	4%	0
29	CC1(C)CC(=O)C2=C(C1)N(Cc1ccco1)C(=O)NC2(C(F)(F)F)C(F)(F)F	3	3	3%	4%	?	-7	-2%	13	-1.1%	6%	1
30	COC(=O)c1nc2n(n1)C(c1cc(OC)ccc1OC)C(C(=O)OC1CCCCC1)=C(C)N2 (stereo not given)	11	-11	-1%	-23%	-3%	-3	-7%	18	-0.3%	-3%	0
31	CCS(=O)(=O)c1ccc2oc(Nc3ccc(OC)cc3)nc2c1	0	1	1%	-17%	10%	9	3%	7	0.3%	5%	-4
32	COc1ccccc1CCNC(=O)CN1C(=O)c2ccccc2S1(=O)=O	2	-8	nt	nt	-1%	-2	nt	-13	-0.5%	nt	nt
33	O=C(NCC(c1cccnc1)N1CCN(c2ccc(F)cc2)CC1)c1ccc2c(c1)OCO2 (stereo not given)	2	-5	2%	-1%	-2%	1	2%	7	0.3%	4%	2
34	CCOC(=O)N1CCN(C(=O)c2ccc(NS(=O)(=O)c3ccc4[nH]c(=O)[nH]c4c3)cc2)CC1	1	3	nt	nt	1%	11	nt	0	0.0%	nt	nt
35	CN(C)C(=O)N1CCC(C(=O)NCc2ccc3c(c2)OCO3)CC1	-7	1	0%	10%	2%	29	8%	-22	-0.2%	-2%	2
36	COc1c2c(nc3ccccc13)OC(C(C)(O)COC(C)=O)C2 (stereo not given)	3	8	0%	?	2%	0	7%	-5	-0.2%	-14%	2
37	CCN1CCCC1Cn1cnc2c([nH]c3cccc(Cl)c32)c1=O (stereo not given)	4	-17	4%	3%	6%	-14	14%	42[activator]	0.2%	15%	1
38	CCC1Sc2ccc(S(=O)(=O)CCC(=O)NCc3ccco3)cc2NC1=O (stereo not given)	-1	-16	-6%	-7%	-2%	-10	-4%	-20	-0.3%	nt	-6
39	COc1ccc(NC(=O)c2cccc(S(=O)(=O)N3CCN(C)CC3)c2)c(OC)c1	2	4	1%	-22%	2%	-9	19%	-19	0.0%	-8%	0
40	COC(=O)COc1ccccc1C(N)=O	2	-4	1%	1%	1%	-2	2%	-16	0.1%	-2%	2
41	CC(CN1CCN(Cc2ccccc2)CC1)c1ccccc1 (stereo not given)	0	6	2%	-1%	-1%	-11	-10%	8	-0.4%	0%	3
42	C=CCn1c(NCCO)nc2c1c(=O)n(C)c(=O)n2C	-4	-1	-1%	2%	-1%	2	-4%	1	-0.3%	-7%	-1
43	CCCCn1c(N)c(N(CC(C)C)C(=O)C2CCN(S(=O)(=O)c3ccc(OCC)cc3)CC2)c(=O)[nH]c1=O	7	0	nt	nt	1%	-14	nt	-1	-0.1%	nt	nt
44	COc1ccc(-c2cc(=Nc3c(C)n(C)n(-c4ccccc4)c3=O)c3ccccc3o2)cc1	24	4	0%	-18%	2%	4	19%	-11	0.4%	-12%	1
45	C=C1/C=C(\C)C(C)(O)CC(O)CC(=O)C(O)C(O)C(C)CC(C)OC(=O)/C(C)=C/CC/C=C/C(OC)C(O)CC(C)C1 (stereo not given)	nt	9	nt	nt	3%	-6	nt	-27	1.6%	nt	nt
46	Cc1sc(NC(=O)c2ccco2)c(C(c2cccnc2)N2CCN(c3ccc(F)cc3)CC2)c1C (stereo not given)	-3	-20	-2%	17%	2%	3	1%	-15	0.1%	8%	-3

# Results in USP2a inh, Coupling enz and KCNH2 WT inh, for some of the entries so far:
entry	smiles	USP2a inh	Coupling enz	KCNH2 WT inh
11	CCC(C(=O)NCC1CCCO1)N(C(=O)CNS(=O)(=O)c1ccccc1)c1ccc(F)cc1 (stereo not given)	0%	0	-2
12	Cc1ccc(S(=O)(=O)NCCNC(=O)c2ccc(C)nc2)cc1	2%	-2	-1

# High-throughput results as filed in PubChem.
